Rtt109 Vps75: inhibitors of C. albicans Rtt109/Vps75 HAT, primary screen, biochemical, ThioGlo CoA-SH fluorescence, plate reader. AID 540336, 2011. inhibition, % at 34.9 µM. 0.16% of 330,000 active. Histone acetyltransferase RTT109 (Candida albicans (strain SC5314 / ATCC MYA-2876)), …. purified Rtt109/Vps75, 4 h;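 active = inhibition of at least 50% in every replicate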
Target sequence (Q5AAJ8 whole entry, looked up): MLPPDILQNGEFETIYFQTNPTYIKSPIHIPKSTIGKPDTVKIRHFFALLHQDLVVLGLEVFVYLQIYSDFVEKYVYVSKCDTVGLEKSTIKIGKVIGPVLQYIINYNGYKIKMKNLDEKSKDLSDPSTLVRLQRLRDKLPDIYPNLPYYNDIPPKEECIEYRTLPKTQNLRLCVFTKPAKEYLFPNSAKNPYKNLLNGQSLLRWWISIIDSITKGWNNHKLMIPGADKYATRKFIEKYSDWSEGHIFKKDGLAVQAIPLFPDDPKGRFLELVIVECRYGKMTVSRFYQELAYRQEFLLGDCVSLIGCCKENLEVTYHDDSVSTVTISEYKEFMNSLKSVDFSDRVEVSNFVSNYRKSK
CAL PDZ FP-1: CAL PDZ peptide-binding inhibitors, primary screen, biochemical, fluorescence polarization, Cer-tagged CAL PDZ, HTS | purified CAL PDZ, TMR-peptide fluorescence polarization, 1 h | inhibition, % at 20 µM | AID 504414, 2011 | 0.02% of 330,000 active | Golgi-associated PDZ and coiled-coil motif-containing protein (Homo sapiens), Q9HD26;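 active = highest replicate inhibition of at least 40%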;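 note: plate controls were DMSO neutral control wells for no effect and unlabeled competitor peptide control wells for full effect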
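System: tagged CAL PDZ domain. Schedule: 1 h room-temperature incubation prior to read. Signal: fluorescence polarization (mP). Measure: percent inhibition from loss of millipolarization.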
dFosB act: activators of delta FosB homodimer, primary screen, biochemical, fluorescence polarization, TAMRA-CDK5 oligo, single point; purified delta FosB; percent of positive-control signal above neutral wells; activation, % at 25 µM; 0.99% of 340,000 active; AID 493131, 2011;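 active = mean activation above about 17%, with every replicate also reaching it, limit read from the data, passing the limit was not always enough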;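 note: fluorescence polarization rise as delta FosB binds a TAMRA Cdk5 AP-1 oligo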
CDK5 p35 inh: inhibitors of human CDK5/p35 kinase, primary screen, biochemical, single concentration | inhibition, % at 10 µM | Cyclin-dependent kinase 5 (Homo sapiens) + Cyclin-dependent kinase 5 activator 1 (Homo … | Recombinant CDK5/p35, ADP-Glo luminescence, 60 min | 0.01% of 330,000 active;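 active = highest replicate inhibition of at least 50% and at least 75% of replicates reaching 50%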;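 note: plate controls were DMSO neutral control for no effect and GW8510 at 10 µM for full effect; many of its hits are not listed in these tables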
Target sequence (Q00535 whole entry, looked up): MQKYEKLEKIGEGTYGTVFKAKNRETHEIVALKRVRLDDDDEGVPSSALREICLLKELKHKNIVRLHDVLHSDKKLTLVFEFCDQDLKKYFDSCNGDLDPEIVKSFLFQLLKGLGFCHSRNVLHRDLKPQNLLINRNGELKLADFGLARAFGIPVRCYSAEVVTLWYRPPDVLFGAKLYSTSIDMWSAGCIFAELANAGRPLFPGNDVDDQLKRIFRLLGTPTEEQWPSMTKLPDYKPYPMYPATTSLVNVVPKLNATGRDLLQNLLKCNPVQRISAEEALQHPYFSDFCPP
Target sequence (Q15078 whole entry, looked up): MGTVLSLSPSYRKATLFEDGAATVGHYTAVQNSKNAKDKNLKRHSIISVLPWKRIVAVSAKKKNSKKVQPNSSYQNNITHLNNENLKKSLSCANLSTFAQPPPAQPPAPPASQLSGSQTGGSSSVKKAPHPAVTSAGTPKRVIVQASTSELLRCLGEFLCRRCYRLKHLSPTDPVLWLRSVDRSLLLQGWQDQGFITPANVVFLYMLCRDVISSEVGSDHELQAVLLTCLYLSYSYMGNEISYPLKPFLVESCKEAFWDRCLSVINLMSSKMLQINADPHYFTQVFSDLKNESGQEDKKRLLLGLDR
MITF TRPM1 HTS: activators of MITF-driven TRPM1 promoter reporter, primary screen, cell-based, SK-MEL-5, luciferase, single point; SK-MEL-5 TRPM1-promoter luciferase, 24 h; % of positive control, neutral wells = 0; activation, % at 12.5 µM; 0.75% of 300,000 active; AID 588334, 2011;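 active = mean activation of at least 80% with every replicate also reaching 80%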;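 note: 0% = neutral control wells and 100% = parthenolide positive control wells; values of inactives mirror those of a sister screen read the other way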
Tat transport: E. coli Tat export inhibitors, primary screen, MC4100, TorA-mCherry reporter, fluorescence, single point | inhibition, % at 10 µM | 0.036% of 340,000 active | AID 488895, 2010;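 active = mean replicate inhibition at least 50% and at least half of replicates individually reaching 50%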;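 note: exported cargo escapes ClpAP degradation while cytoplasmic cargo is degraded and loses fluorescence; 0% = median of neutral control wells and 100% = median of NaSCN control wells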
V-ATPase pH: regulators of yeast V-ATPase proton pumping, primary screen, pHLuorin cytosolic pH fluorescence | 0.37% of 350,000 active | AID 504577, 2011 | S. cerevisiae | response, % at 10 µM; in the data active = response mostly above about 7.3%, no sharp cut-off; inactive = mostly below about 5.4%; note: actives read high; inactives centre near 0; some compounds called inactive have numbers as strong as hits; reference of the scale not given here
CAL PDZ FP-2: untagged CAL PDZ binding inhibitors, primary screen, biochemical, fluorescence polarization, HTS. Golgi-associated PDZ and coiled-coil motif-containing protein (Homo sapiens), Q9HD26. AID 602252, 2012. purified CAL PDZ, TMR-peptide fluorescence polarization, 1 h. inhibition, % at 24.9 µM. 0.92% of 300,000 active;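 active = mean inhibition of at least 30% with at least half of replicates also reaching 30%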;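 note: 0% = DMSO neutral control and 100% = excess unlabeled competitor peptide PRC23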
cardiac RTF act: cardiac RTF calcium sensitivity activators, primary screen, biochemical, IANBD-TnC fluorescence, EC20 calcium. Troponin I, cardiac muscle (Homo sapiens) + Troponin T, cardiac muscle (Homo sapiens) + …. IANBD-labeled TnC RTF fluorescence at EC20 calcium; 0% EC20 calcium, 100% full calcium. activation, % at 7.2 µM. 0.24% of 340,000 active. AID 493008, 2010;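 active = activation above the mean over all tested compounds plus 3 SD, cut at about 30% in these data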;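 note: rise in fluorescence read as greater calcium sensitivity of cardiac thin filaments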
Wnt bcat act: Wnt/beta-catenin pathway activators, primary screen, cell-based, plate reader, single point; Wnt/beta-catenin reporter cell assay, activator; 1.2% of 300,000 active; activation, % at 9.35 µM; in the data active = activation above about 30%, passing the limit was not always enough;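 note: 0% = neutral control wells and 100% = positive control wells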
* hit, by the source's call; . = no result given; & = joins results of further samples.

SMILES | Rtt109 Vps75 | CAL PDZ FP-1 | dFosB act | CDK5 p35 inh | MITF TRPM1 HTS | Tat transport | V-ATPase pH | CAL PDZ FP-2 | cardiac RTF act | Wnt bcat act
COc1cc(OC)cc(C(=O)N2c3ccc(F)cc3CCC2C)c1 (stereo unspecified) | 2 | -5.1 | -11 | 0.0 | 2 | 6 | -1 | 2 | 1 | -3
COc1cc2c(cc1NC(=O)C(C)Sc1cccc[n+]1[O-])oc1ccccc12 (stereo unspecified) | 10 | -3.5 | -1 | 0.4 | -5 | 1 | 1 | -1 | -5 | -5
Cc1csc(CNC(=O)C2CCC(=O)N(CCCc3ccccc3)C2)n1 (stereo unspecified) | 41 | 0.1 | -7 | 0.9 | -2 | 4 | 7 | 4 | -4 | 0
CC1=C(C(=O)OCc2ccccc2)C(c2ccccn2)c2c(n(C)c(=O)n(C)c2=O)N1 (stereo unspecified) | -8&-15 | -5.5&-3.6 | -13&-15 | -1.9&-0.6 | -2&1 | -4&-5 | -1&-2 | -5 | 1&5 | -2
COc1ccc(NC2=CC(=S)NC(C)(C)C2)cc1 | -6 | -0.7 | -1 | 1.6 | 3 | -8 | -2 | . | 10 | 1
Cc1c(C(=O)N(C)Cc2nc3ccccc3c(=O)[nH]2)oc2ccccc12 | 1 | -0.2 | 1 | 0.2 | -6 | -1 | -1 | -10 | -1 | -3
Cc1nc2c(-c3ccccc3)c(C)nn2c(N)c1-c1ccccc1 | 3 | -0.4 | -11 | 0.5 | 86* | 2 | -17 | 0 | 3 | .
CCOC(=O)C1=CN(CC)S(=O)(=O)NC1c1ccc(F)c(Cl)c1 (stereo unspecified) | 4 | -1.3 | 3 | 11 | 6 | -11 | -2 | -4 | 0 | -3
CC(=O)c1cccc(NC(=O)N2CCCC2C(=O)Nc2ccc3c(c2)OCCO3)c1 (stereo unspecified) | . | -2.3 | -6 | -1.0 | -2 | -6 | -3 | 3 | -2 | -1
CC1CCCCN1C(=O)CCNS(=O)(=O)c1ccc2c(c1)c(=O)n(C)c(=O)n2C (stereo unspecified) | -2 | -0.5 | -6 | 1.2 | 2 | 7 | -2 | 4 | 2 | 0
CCc1ccnc(NC(=O)NS(=O)(=O)c2ccc(C)cc2)c1 | -8 | -0.7 | 2 | -0.5 | . | -2 | -2 | -2 | . | 1
COc1ccccc1-c1noc2ncnc(Nc3cccc(C)c3C)c12 | 3 | 0.4 | -10 | -0.8 | 0 | -8 | 1 | -3 | -3 | 6
Cc1[nH]c2ccccc2c(=O)c1CN1CCCCC1 | -10 | -0.2 | 1 | 1.6 | . | 13 | -1 | -2 | -1 | -4
Cc1cc(C)c[n+](-c2[nH]c(=O)sc2/C=N/NC([S-])=Nc2ccccc2)c1 | 7 | 0.1 | -8 | 0.9 | -6 | -4 | 3 | . | 75* | 0
CSc1ccccc1C(=O)C1CCCN(C(=O)c2cc(C(C)C)no2)C1 (stereo unspecified) | 4 | -1.1 | -14 | 0.2 | 4 | 4 | 1 | . | 1 | -1
N#CC(c1ccc(Cl)nn1)c1ccccc1Cl (stereo unspecified) | -6 | 0.1 | 3 | -1.6 | -6 | 1 | -3 | -2 | -3 | -2
CCCCn1c(N)c(N(CCC(C)C)C(=O)CSc2nnc(Nc3ccccc3)s2)c(=O)[nH]c1=O | -26 | -1.7 | 6 | -2.0 | 18 | -21 | 6 | -2 | 6 | 0
CCCCNC(=S)N(C)/N=C/c1ccc(OCc2ccc(C(=O)OC)cc2)c(OC)c1 | 2 | 0.1 | -3 | -1.1 | -3 | -5 | -4 | -4 | -3 | .
O=C(O)Cc1sc(Nc2ccccc2)nc1-c1ccc(Cl)cc1 | -2 | . | -6 | 2.3 | 50 | 3 | -2 | -5 | -2 | 14
CCOC(=O)C(=CNc1ccc(S(N)(=O)=O)cc1)C(=O)OCC | 8 | -2.1 | -2 | 0.4 | -1 | 3 | 2 | -1 | 0 | 0

Part of the list above in another layout:
Rtt109 Vps75	CAL PDZ FP-1	dFosB act	CDK5 p35 inh	MITF TRPM1 HTS	Tat transport	V-ATPase pH	CAL PDZ FP-2	cardiac RTF act	Wnt bcat act	Structure
7	0.1	-8	0.9	-6	-4	3	.	75*	0	Cc1cc(C)c[n+](-c2[nH]c(=O)sc2/C=N/NC([S-])=Nc2ccccc2)c1
4	-1.1	-14	0.2	4	4	1	.	1	-1	CSc1ccccc1C(=O)C1CCCN(C(=O)c2cc(C(C)C)no2)C1 (stereo unspecified)
-6	0.1	3	-1.6	-6	1	-3	-2	-3	-2	N#CC(c1ccc(Cl)nn1)c1ccccc1Cl (stereo unspecified)
-26	-1.7	6	-2.0	18	-21	6	-2	6	0	CCCCn1c(N)c(N(CCC(C)C)C(=O)CSc2nnc(Nc3ccccc3)s2)c(=O)[nH]c1=O
2	0.1	-3	-1.1	-3	-5	-4	-4	-3	.	CCCCNC(=S)N(C)/N=C/c1ccc(OCc2ccc(C(=O)OC)cc2)c(OC)c1
-2	.	-6	2.3	50	3	-2	-5	-2	14	O=C(O)Cc1sc(Nc2ccccc2)nc1-c1ccc(Cl)cc1
8	-2.1	-2	0.4	-1	3	2	-1	0	0	CCOC(=O)C(=CNc1ccc(S(N)(=O)=O)cc1)C(=O)OCC

The results go on:
SMILES | Rtt109 Vps75 | CAL PDZ FP-1 | dFosB act | CDK5 p35 inh | MITF TRPM1 HTS | Tat transport | V-ATPase pH | CAL PDZ FP-2 | cardiac RTF act | Wnt bcat act
COc1ccc(NC2C=CS(=O)(=O)C2)cc1 (stereo unspecified) | 0 | . | -3 | -0.8 | . | 3 | 2 | -5 | 1 | 11
O=C(c1cc(C(=O)N2CCOCC2)c2nc3ccccc3n2c1)c1cc(Cl)cc(Cl)c1O | 5 | -1.1 | -8 | -1.4 | 7 | 0 | 2 | -2 | 0 | 1
CCCc1cc(=O)[nH]c(SCC(=O)N2CCN(S(=O)(=O)c3ccc4ccccc4c3)CC2)n1 | 13 | -1.2 | -1 | -0.5 | -5 | 22 | 0 | -5 | 7 | .
O=C(Nc1cc(S(=O)(=O)Nc2ccc(Cl)cc2)ccc1O)c1ccc(S(=O)(=O)N2CCCCCC2)cc1 | -3 | -0.2 | 15 | 0.8 | 0 | -4 | 0 | -21 | 5 | -1
CSc1cc(C)nc(NC(C)=O)n1 | . | -2.4 | -3 | 3.7 | 1 | -1 | -1 | -2 | -3 | .
O=C1COc2ccc(C(=O)COC(=O)C3CC(O)CN3S(=O)(=O)c3ccc(Cl)cc3)cc2N1 (stereo unspecified) | 12 | -0.9 | -10 | -0.2 | -3 | -8 | -1 | -3 | -2 | 5
COc1ccc(-n2c3c(c(=O)[nH]c2=O)C(NS(=O)(=O)c2ccc(Cl)cc2)(C(F)(F)F)C(=O)N3)cc1 (stereo unspecified) | -11 | -1.7 | 1 | -8.1 | -4 | 27 | -4 | 1 | -2 | 3
Cc1cccc(-c2nc(C#N)c(N3CCCCCC3)o2)c1 | 4 | -0.5 | 2 | 2.6 | 66 | -4 | -2 | 5 | 0 | .
CCOC(=O)c1c(NC(=O)C(C)OC(=O)c2ccc(NC(=O)CC#N)cc2)sc2c1CCCC2 (stereo unspecified) | 6 | -2.3 | -10 | -0.8 | 7 | -7 | 1 | 1 | -26 | -4
CC(C)Oc1cccc(C(=O)C2CCCN(C(=O)CCc3cnn(C)c3)C2)c1 (stereo unspecified) | 8 | -1.7 | -8 | 0.8 | 52 | 6 | -4 | 1 | 0 | 11
O=C(CCc1ccccc1)NCC1OCCc2ccccc21 (stereo unspecified) | -10 | -0.7 | -4 | -0.8 | 6 | -1 | 0 | 1 | 6 | 1
Cc1cc(C)c2oc(C(=O)N(Cc3ccc(F)cc3)C3CCS(=O)(=O)C3)cc(=O)c2c1 (stereo unspecified) | 17 | -2.4 | -25 | -1.0 | 7 | 2 | 1 | . | -3 | 1
CC(=O)Nc1nc2ccccc2n1CCOc1ccccc1 | 7 | . | -2 | -0.8 | -11 | -4 | -6 | -2 | -5 | .
CC1(c2ccc(Cl)cc2)NC(=O)N(CC(=O)N2CCc3ccccc3C2)C1=O (stereo unspecified) | 6 | -2.6 | -6 | 1.2 | 0 | -5 | 4 | -1 | -4 | -2
O=c1[nH]cnc2c1ncn2C1OCC(O)C(O)C1O (stereo unspecified) | 4 | 0.6 | 0 | -3.9 | 12 | 0 | 3 | 3 | 1 | 3
CCC1CCCCN1C(=O)Nc1cccc(NC(=O)N2CCCCC2CC)c1 (stereo unspecified) | 1 | -0.6 | -3 | -2.8 | -11 | 4 | 3 | 1 | -4 | .
C=CCn1c(=O)n(C(=O)OCC)c2cc(Br)ccc21 | 4 | -1.9 | -1 | 1.5 | 11 | -7 | 0 | -6 | 3 | -2
F[B-](F)(F)c1cnc2ccccc2c1 | 4 | -0.5 | -6 | 1.4 | -6 | -1 | 1 | 4 | -7 | -2
CCN(CC)CCNc1nc(-c2ccccc2)nnc1C(F)(F)F | -4 | -0.9 | -2 | -5.5 | 12 | 1 | 0 | -2 | 2 | .
CN(C)C1(CNC(=S)Nc2ccccc2C(F)(F)F)CCCCC1 | -11 | 0.2 | -5 | -0.8 | 0 | -1 | -2 | 61* | -1 | -1
Clc1ccc2nc(SCc3nnc(-c4ccccc4)o3)[nH]c2c1 | 4 | -2.0 | -13 | -0.6 | -2 | -2 | 0 | -3 | 1 | .
COc1ccc(C/C(C)=N\NC(=O)c2cn(C)c3ccccc23)cc1OC | -2 | -0.9 | 1 | -0.3 | . | -2 | -1 | -4 | -2 | 2
O=C(Nc1cccc([N+](=O)[O-])c1)N(c1ccccc1)c1ccccc1 | 0 | -2.0 | -5 | 0.9 | -5 | -9 | -2 | -2 | -7 | -4
O=C(Nc1cccc(F)c1)C1CCN(C(=O)c2ccc(Cl)cc2)CC1 | -3 | -1.0 | -10 | 1.7 | 8 | 4 | 3 | -2 | 2 | .

Bioassay records deposited in PubChem by several laboratories.
